Screening data: PubChem, National Center for Advancing Translational Sciences (NCATS)
Glioma ERSR ind: qHTS for Inducers of the Endoplasmic Reticulum Stress Response (ERSR) in Human Glioma: qHTS | U87-MG GRP78 promoter luciferase reporter, 16 h | Potency, µM, for the others: at the highest dose activation, usual class: activators | hit rate 0.02% among 420,000 | AID 602332, 2012; also: potency is read from the fitted curve at half-maximal effect; series mostly up to about 76 µM; % of control where 0% means no effect; nearly all actives have a fitted effect of over 35% in size
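ERSR induction read as luciferase luminescence (Bright-Glo, 10 min at room temperature) in stably transfected human U87-MG glioma cells exposed to compounds for 16 h, using GRP78 as sensor.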
TrxR1 substrate: qHTS Assay for Substrates of Mammalian Selenoprotein Thioredoxin Reductase 1 (TrxR1): qHTS. Thioredoxin reductase 1, cytoplasmic (Rattus norvegicus), O89049. Potency, µM (highest dose often 114 µM), without a hit: at the top dose activity change, negative = substrate turnover. purified TrxR1 substrate turnover, NADPH consumption readout. hit rate 0.01% among 390,000; also: potency is read from the fitted curve at half-maximal effect; % is scaled to controls: 0 for no effect and ±100 for the full control effect; nearly all actives have a fitted effect of over 50% in size
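Rat TrxR1, dispensed at 90 nM, was prereduced with 400 uM NADPH (final) for 5 min at ~22 deg C, then incubated with compound 15 min before 400 uM selenite. A first-read NADPH fluorescence drop versus no-compound background flagged substrates.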
IDH1 R132H inh: qHTS for Inhibitors of mutant isocitrate dehydrogenase 1 (IDH1): qHTS; Isocitrate dehydrogenase [NADP] cytoplasmic (Homo sapiens), O75874; IDH1-R132H enzyme, NADPH consumption, diaphorase/resazurin fluorescence; Potency, µM (top dose mostly 76.6 µM), for inactives: at the top dose activity change, negative = inhibition, usual class: inhibitors; hit rate 0.093% among 390,000; also: potency is read from the fitted curve at half-maximal effect; % is scaled to controls: 0 for no effect and ±100 for the full control effect; nearly all actives have a fitted effect of over 65% in size
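IDH1-R132H (0.5 ug/mL dispensed) in pH 7.5 Tris buffer was preincubated 30 min with compound, then given a substrate mix of 0.016 mM NADPH and 2 mM alpha-KG for 80 min at room temperature; remaining NADPH was read by diaphorase/resazurin fluorescence.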
USP1 inh: Inhibitors of USP1/UAF1: Primary Screen; hit rate 0.23% among 390,000; Potency, µM (titrated, usually from 57.1 µM), without a hit: at the highest dose activity change, negative = inhibition, actives largely listed as inhibitors; recombinant USP1/UAF1, Ub-Rhodamine cleavage fluorescence; also: potency is read from the fitted curve at half-maximal effect; % is scaled to controls: 0 for no effect and ±100 for the full control effect; nearly all actives have a fitted effect of over 60% in size; inactives centre near -12
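USP1/UAF1 complex at 1 nM was preincubated with compound for 15 min at room temperature, then Ub-Rho substrate (150nM final) was added. Fluorescence (480/540 nm) was read kinetically, 6 reads every 60 seconds.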
Vif-A3F inh: qHTS for Inhibitors of Vif-A3F Interactions: qHTS; HeLa A3F-eYFP + Vif (tagged APOBEC3F with the HIV-1 protein that degrades it), YFP fluorescence increase; Potency, µM (doses to about 46.1 µM), for the others: at the highest dose activity, negative = active; hit rate 0.2% among 390,000; AID 602313, 2012; also: potency is read from the fitted curve at half-maximal effect; % of control where 0% means no effect; nearly all actives have a fitted effect of over 65% in size
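HeLa cells stably expressing A3F-eYFP plus Vif, plated and incubated overnight at 37 deg C, then exposed to compounds overnight at 37 deg C. Blocked degradation read as raised yellow fluorescence (Ex 488/Em 500-530).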
RXFP1 agonist: qHTS Assay for Agonists of the Relaxin Receptor RXFP1 | Relaxin receptor 1 (Homo sapiens), Q9HBX9 | HEK293T-RXFP1 cAMP TR-FRET, 30 min; response scale: percent of porcine relaxin response, buffer zero | Potency, µM (doses to about 57.5 µM), for inactives: at the highest dose activation, usual class: activators | hit rate 0.3% among 370,000 | AID 2676, 2010; also: potency is read from the fitted curve at half-maximal effect; % is scaled to controls: 0 for no effect and ±100 for the full control effect; nearly all actives have a fitted effect of over 60% in size; many of its hits are not listed in these tables
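cAMP rise read by TR-FRET after 30 min, 37C compound exposure (up to 58 uM) in RXFP1-transfected HEK293 cells with Ro 20174 present. EC50 from Hill-equation fits, with 29 nM porcine relaxin as 100% and buffer as basal.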
Vif-APOBEC3G blk: qHTS for Inhibitors of Vif-A3G Interactions: qHTS | hit rate 0.076% among 410,000 | Potency, µM (series often up to 46.1 µM), inactives show top-dose activity, negative = active, most hits filed as inhibitors | DNA dC->dU-editing enzyme APOBEC-3G (Homo sapiens), Q9HC16 | AID 602310, 2012 | HeLa A3G-eYFP + Vif (tagged APOBEC3G with the HIV-1 protein that degrades it), YFP fluorescence, overnight;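 also: potency is read from the fitted curve at half-maximal effect; % is scaled to controls: 0 for no effect and ±100 for the full control effect; nearly all actives have a fitted effect of over 60% in size; hits raise eYFP signal because A3G escapes Vif-driven loss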
Target sequence (Q9HC16 whole entry, looked up): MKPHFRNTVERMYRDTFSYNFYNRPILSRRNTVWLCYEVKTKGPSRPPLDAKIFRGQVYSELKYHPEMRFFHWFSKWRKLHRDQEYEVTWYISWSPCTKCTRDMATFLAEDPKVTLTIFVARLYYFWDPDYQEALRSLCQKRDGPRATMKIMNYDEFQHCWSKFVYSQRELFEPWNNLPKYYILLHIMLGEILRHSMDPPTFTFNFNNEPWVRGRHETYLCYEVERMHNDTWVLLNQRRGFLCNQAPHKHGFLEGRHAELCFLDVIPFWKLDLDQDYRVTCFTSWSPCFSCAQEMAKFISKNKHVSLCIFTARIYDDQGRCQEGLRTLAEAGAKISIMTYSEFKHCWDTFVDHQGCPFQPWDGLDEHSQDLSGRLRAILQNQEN
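Read-out is eYFP fluorescence (Ex 488/Em 500-530) from Vif-expressing HeLa A3G-eYFP cells; more signal means A3G escaped Vif-mediated degradation. Cells plated overnight, compound pinned in, incubated overnight at 37 deg C.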
LDHA inh: qHTS assay for inhibitors of human lactate dehydrogenase; AID 1347041, 2019; L-lactate dehydrogenase A chain (Homo sapiens), P00338; hit rate 0.15% among 480,000; activity change, % (values are at about 110 or 230 µM); purified LDHA, NADH/diaphorase-resazurin fluorescence; active compounds read low; in the data active = activity change below about -30%; inconclusive = mostly about -25% to -30%;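 also: plate controls were DMSO wells for no effect and wells without enzyme for full effect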
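Human LDH5 at 2 nM final in Tris HCl pH 7.4 with 0.06 mM NADH and 0.2 mM pyruvate, reacted 5 minutes at room temperature. Remaining NADH coupled via diaphorase/resazurin; resorufin fluorescence read at 0 and 20 minutes, normalized to enzyme-free and DMSO wells.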
PI4K2A inh: qHTS for small molecular inhibitors of PI4K2A; purified PI4K2A, ADP-Glo luminescence, 1 h; active compounds read low; activity change, negative = inhibition, % at 76.9 µM; hit rate 0.13% among 420,000; AID 1346378, 2018; in the data active = activity change below about -50%; inconclusive = mostly about -30% to -49%;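 also: -100% = wells without enzyme as full effect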
Target sequence (Q9BTU6 whole entry, looked up): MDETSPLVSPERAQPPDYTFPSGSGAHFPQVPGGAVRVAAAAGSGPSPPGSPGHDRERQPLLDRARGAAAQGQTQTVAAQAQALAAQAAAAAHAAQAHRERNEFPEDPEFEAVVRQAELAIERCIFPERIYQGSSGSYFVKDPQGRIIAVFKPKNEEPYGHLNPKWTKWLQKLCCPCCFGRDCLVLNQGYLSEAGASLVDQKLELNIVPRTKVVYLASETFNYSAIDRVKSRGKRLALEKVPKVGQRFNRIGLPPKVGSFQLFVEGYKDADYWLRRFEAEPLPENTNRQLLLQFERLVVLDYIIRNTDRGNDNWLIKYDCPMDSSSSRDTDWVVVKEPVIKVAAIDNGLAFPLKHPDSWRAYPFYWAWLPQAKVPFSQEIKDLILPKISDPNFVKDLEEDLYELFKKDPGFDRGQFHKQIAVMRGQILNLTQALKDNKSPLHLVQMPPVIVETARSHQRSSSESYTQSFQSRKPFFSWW
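Compounds are screened against recombinant PI4K2A using PI as substrate and ATP, the latter dispensed at 300 microM. Reactions run one hour at ambient temperature before ADP-Glo detection; full inhibition defined by wells lacking enzyme.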
* hit, by the source's call; ? = inconclusive; / = not tested or not shown; & = joins results of further samples; [ ] = another dose, or the depositor's remark. Unless noted, calls follow the shape of the dose curve; as a rule, active = well fitted curve in the direction sought with a large enough effect; inconclusive = small, poorly fitted or top-dose-only effect, or another doubt; inactive = no such curve, though single readings can be large; an effect the other way counts as inactive or inconclusive. Not all compounds are listed (hit frequency here may not be typical).

Each structure is followed by: Glioma ERSR ind	TrxR1 substrate	IDH1 R132H inh	USP1 inh	Vif-A3F inh	RXFP1 agonist	Vif-APOBEC3G blk	LDHA inh	PI4K2A inh
1) COC(=O)c1ccc(CN2CCc3ccc(NC(=O)c4ccncc4)cc3C2)cc1
    -2%	-4%	7%	-22%	0%	0.8%	1%	6	-7
2) COc1ccc(N=Cc2c(O)n(-c3cccc(C)n3)c(=O)c3ccccc23)c(OC)c1
    2%	-2%[57.1 µM]	-4%	-13%	10µM*	4.2%	?	-4	5
3) Nc1c(C(=O)O)cnn1-c1ccccc1
    1%	9%[11.4 µM]	3%	?	5%	0.2%	-2%	-5	-60*
4) COc1ccc(OC)c(NC(=O)c2cc(-c3cc(C)ccc3O)n[nH]2)c1
    18%	-14%[57.1 µM]	9%	-9%	?	5.7%	?	3	1
5) Cc1ccc(-c2cc(C(=O)Nc3cccnc3)[nH]n2)c(O)c1C
    -1%	4%	1%	-27%	-29%	-0.6%	-7%	-1&-7	-1
6) CCN1CCN(C(=O)c2ccc(COc3cccc(Cl)c3)o2)CC1
    -3%	6%[57.1 µM]	12%	-16%	7%	-0.1%	-4%	-10	0
7) Cc1ccc(-n2c(=O)c3ccc(C(=O)NCc4ccco4)cc3n(CC(=O)Nc3ccc(C)c(F)c3)c2=O)cc1
    -3%	5%	6%	-8%	-3%	5.1%	0%	-1	-4
8) CC(C)C(=O)Nc1ccccc1OCc1cc(=O)n2ccccc2n1
    -3%	2%[57.1 µM]	-7%	-25%	4%	?	-1%	-3	5
9) Cc1c(S(=O)(=O)NCc2ccccc2)c(=O)n(C)c(=O)n1C
    -1%	7%	-7%	-19%	-13%	-0.2%	0%	-11	1
10) O=C(O)c1cccc(NC(=S)NC(=O)c2ccncc2)c1
    -4%	0%[57.1 µM]	0%	-8%	-18%	0.7%	1%	-3	-4

Profiles as entered above:
COc1ccc(OC)c(NC(=O)c2cc(-c3cc(C)ccc3O)n[nH]2)c1 is listed with Glioma ERSR ind = 18%; TrxR1 substrate = -14%[57.1 µM]; IDH1 R132H inh = 9%; USP1 inh = -9%; Vif-A3F inh = ?; RXFP1 agonist = 5.7%; Vif-APOBEC3G blk = ?; LDHA inh = 3; PI4K2A inh = 1
Cc1c(S(=O)(=O)NCc2ccccc2)c(=O)n(C)c(=O)n1C is listed with Glioma ERSR ind = -1%; TrxR1 substrate = 7%; IDH1 R132H inh = -7%; USP1 inh = -19%; Vif-A3F inh = -13%; RXFP1 agonist = -0.2%; Vif-APOBEC3G blk = 0%; LDHA inh = -11; PI4K2A inh = 1

Continuation:
Each structure is followed by: Glioma ERSR ind	TrxR1 substrate	IDH1 R132H inh	USP1 inh	Vif-A3F inh	RXFP1 agonist	Vif-APOBEC3G blk	LDHA inh	PI4K2A inh
11) CCS(=O)(=O)N1Cc2ccccc2CC1C(=O)Nc1nccs1 (configuration not stated)
    0%	1%	-2%	-2%	-15%	5.8%	-8%	-3	-6
12) NC1=NC(=O)/C(=C/C=C/c2cccs2)S1
    1%	11%[57.1 µM]	-7%	2%	-18%	/	-1%	2	-1
13) CC1CCCN(C(=O)c2ccc(NS(=O)(=O)c3cccc([N+](=O)[O-])c3)cc2)C1 (configuration not stated)
    -2%	1%	1%	-20%	3%	0.7%	-2%	-1	1
14) Cc1c(-c2cccc(Cl)c2)nc2ccccc2c1C(=O)OCC(=O)N(C)C1CCS(=O)(=O)C1 (configuration not stated)
    1%	0%	10%	-21%	5%	-0.2%	2%	1	-1
15) CCOC(=O)C1=CN(Cc2ccco2)S(=O)(=O)N(C)C1c1ccc2ccccc2c1 (configuration not stated)
    -4%	13%	1%[38.3 µM]	-32%	-3%	/	-2%	3	-7
16) CCCCN(C=O)c1c(CC)nc2ccc(C(=O)N3CCN(C(=O)c4ccco4)CC3)cn12
    -1%	/	/	/	/	/	-3%	-5	-2
17) Cc1cc(OCCCC(=O)Nc2cccc(-n3cnnn3)c2)ccc1Cl
    5%	-6%	-3%	-12%	-4%	1.7%	-9%	-7	-10
18) Cc1ccc(CN(Cc2ccco2)C(=O)c2ccc(Cl)cc2Cl)cc1
    -4%	-4%	7%	-15%	2%	-0.2%	3%	-4	-5
19) CCOc1cc(/C=N/Nc2nc(N3CCCCC3)nc(N3CCCCC3)n2)ccc1OC(=O)c1ccco1
    10%	-8%	3%	-24%	2%	-0.3%	-2%	-3	4
20) C#CCOCCOCCOCCNc1nc(N2CCN(C(=O)[C@H](CCCN=C(N)N)n3cc(C(N)[C@@H](C)CC)nn3)CC2)nc(N2CCN(C(=O)[C@H](CCCCN)n3cc([C@@H](N)CC(N)=O)nn3)CC2)n1 (some centres not stated)
    -7%	-2%[57.1 µM]	-2%	-6%	10%	/	3%	0	-8
21) Cn1nc(C(F)(F)F)c(C(=O)Nc2cccc(Cl)c2)c1Cl
    1%	-3%	7%	-14%	-2%	-0.2%	-11%	-12	7
22) COc1ccc(C)cc1S(=O)(=O)N(C)CC(=O)N1CCCCC1
    -2%	-5%	3%	-11%	3%	/	1%	2	7
23) Cn1c(/C(C#N)=C/c2ccc(C(F)(F)F)cc2)nc2ccccc21
    /	0%	/	-15%	/	7.0%	/	-3	6
24) O=C(Nc1ccc2[nH]ncc2c1)c1ccccc1
    -1%	-2%	-4%	-10%	-1%	0.6%	-3%	-3	-5
25) CCN(CCCNC(=O)c1cc2cc3ccc(C)cc3nc2s1)c1ccccc1
    2%	-8%	-6%	-11%	-5%	0.4%	6%	1	-14
26) CC(C)C1Oc2ccccc2N(CC(=O)N(Cc2ccccn2)C2CC2)C1=O (configuration not stated)
    -5%	-2%	4%	-17%	-10%	2.7%	1%	-1	-4
27) CCOC(=O)C1=C(C)OC(N)=C(C#N)C1c1ccc(C)s1 (configuration not stated)
    4%	-8%	0%	-2%	10%	-0.3%	1%	0	4
28) O=C(Nc1cccc(S(=O)(=O)N2CCCC2)c1)c1ccc2c(=O)n3c(nc2c1)CCCCC3
    -5%	-10%	2%	-5%	8%	-0.1%	-1%	-4	-2
29) CCOC(=O)c1ccccc1NC(=O)CN1C(=O)NC(C)(CCc2ccccc2)C1=O (configuration not stated)
    -3%	-6%	0%	1%	4%	-1.5%	-14%	0	1
30) O=C(Cc1ccc(-c2ccccc2)cc1)NO
    3%	-8%	/	/	/	/	-1%	-3	/
31) CC1=CCC2C(=O)N(c3nc(C)cc(C)n3)C(=O)C2C1 (configuration not stated)
    -6%	-8%	4%	2%	-3%	-0.2%	1%	-6	1
32) COc1cccc(C(C#N)N2CCOCC2)c1 (configuration not stated)
    1%	-23%[57.1 µM]	0%	-16%	-4%	4.4%	0%	1	0
33) COc1ccccc1OCCNC(=O)C1CC(=O)N(c2ccc3c(c2)OCCO3)C1 (configuration not stated)
    -2%	11%[57.1 µM]	2%	?	4%	0.3%	-5%	-3	-1
34) CCc1ccc(N(CC(=O)NC2CCCCC2)S(=O)(=O)c2c(C)noc2C)cc1
    -4%	-10%	2%	-13%	0%	-0.2%	0%	-8	0
35) O=C(c1ccc(C#Cc2ccccc2)o1)N1CCN(c2ccccn2)CC1
    -3%	-2%	2%	-17%	1%	4.8%	1%	-7	-3
36) COc1cc(OC)cc(C(=O)N[C@H](C(=O)Nc2nc3c(s2)CCCC3)C(C)C)c1
    -3%	1%	8%	1%	-4%	0.6%	-18%	-4	0
37) CC1(C(=O)NS(=O)(=O)c2cccc(OC(F)F)c2)CCN1C(=O)COc1ccc(Cl)cc1 (configuration not stated)
    -1%	/	/	/	/	/	-4%	-9	0

Three compounds drawn at random from those above:
Each structure is followed by: Glioma ERSR ind	TrxR1 substrate	IDH1 R132H inh	USP1 inh	Vif-A3F inh	RXFP1 agonist	Vif-APOBEC3G blk	LDHA inh	PI4K2A inh
7) Cc1ccc(-n2c(=O)c3ccc(C(=O)NCc4ccco4)cc3n(CC(=O)Nc3ccc(C)c(F)c3)c2=O)cc1
    -3%	5%	6%	-8%	-3%	5.1%	0%	-1	-4
25) CCN(CCCNC(=O)c1cc2cc3ccc(C)cc3nc2s1)c1ccccc1
    2%	-8%	-6%	-11%	-5%	0.4%	6%	1	-14
19) CCOc1cc(/C=N/Nc2nc(N3CCCCC3)nc(N3CCCCC3)n2)ccc1OC(=O)c1ccco1
    10%	-8%	3%	-24%	2%	-0.3%	-2%	-3	4
